APE1 inh: inhibitors of human APE1 endonuclease; P27695; recombinant APE1, TAMRA/BHQ-2 abasic DNA cleavage fluorescence; Potency, µM (doses to about 65.8 µM), inactives show top-dose activity change, negative = inhibition, hits mostly inhibitors; 350,000 compounds, 0.35% hits; AID 2517;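 note: plate controls were vehicle for no effect and reference inhibitor for full effect; nearly all actives have a fitted effect of over 55% in size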
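Enzyme (0.75 nM final) and test compound are incubated 15 min at room temperature before adding 50 nM quenched THF abasic-site duplex. Cleavage dequenches TAMRA, followed at 525/598 nm over three reads one minute apart.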
POLK inh: blocks human DNA polymerase kappa activity | Q9UBT6 | purified Pol kappa, fluorescent DNA synthesis assay, 10 min | Potency, µM (series often up to 107 µM), for inactives: top-dose activity, negative = inhibition, hits mostly inhibitors | 400,000 compounds, 0.53% hits; note: % is set by controls: 0 for no effect and ±100 for the full control effect
Target sequence (Q9UBT6 whole entry, looked up): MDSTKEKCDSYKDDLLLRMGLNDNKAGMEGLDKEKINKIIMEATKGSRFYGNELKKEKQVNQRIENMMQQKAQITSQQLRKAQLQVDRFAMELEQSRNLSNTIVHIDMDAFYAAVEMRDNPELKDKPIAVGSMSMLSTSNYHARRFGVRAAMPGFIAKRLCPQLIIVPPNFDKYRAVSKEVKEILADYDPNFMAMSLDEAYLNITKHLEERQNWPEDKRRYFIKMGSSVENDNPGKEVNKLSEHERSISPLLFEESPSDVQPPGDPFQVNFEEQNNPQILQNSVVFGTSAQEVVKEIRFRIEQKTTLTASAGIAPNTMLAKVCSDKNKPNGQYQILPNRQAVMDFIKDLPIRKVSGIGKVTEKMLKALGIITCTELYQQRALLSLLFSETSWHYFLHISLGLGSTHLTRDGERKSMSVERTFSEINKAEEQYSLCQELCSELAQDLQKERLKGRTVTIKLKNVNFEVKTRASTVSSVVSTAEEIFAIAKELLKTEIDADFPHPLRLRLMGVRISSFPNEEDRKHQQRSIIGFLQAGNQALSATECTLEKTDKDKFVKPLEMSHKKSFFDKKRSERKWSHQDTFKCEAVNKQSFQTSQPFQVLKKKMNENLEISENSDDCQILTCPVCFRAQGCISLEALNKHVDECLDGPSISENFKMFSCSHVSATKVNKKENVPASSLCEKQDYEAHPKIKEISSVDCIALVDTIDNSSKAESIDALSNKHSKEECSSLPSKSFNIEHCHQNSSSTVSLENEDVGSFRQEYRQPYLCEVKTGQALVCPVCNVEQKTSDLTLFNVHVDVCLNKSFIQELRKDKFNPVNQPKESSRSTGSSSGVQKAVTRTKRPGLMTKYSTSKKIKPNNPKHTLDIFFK
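Here, compound and 10 nM enzyme are combined for 15 min at room temperature; adding 50 nM substrate (final) starts DNA synthesis, tracked by fluorescence at 0 and 10 min against buffer-only wells.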
POLH inh: blocks human DNA polymerase eta activity; Potency, µM (series often up to 114 µM), for inactives: at the top dose activity change, negative = inhibition, usual class: inhibitors; 390,000 compounds, 1.2% hits; Q9Y253; recombinant Pol eta, fluorescent DNA replication assay; AID 588591; note: % is set by controls: 0 for no effect and ±100 for the full control effect
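Fluorescent replication assay: 50 nM final substrate added after a 15 min room-temperature compound preincubation with 10 nM enzyme. Signal taken at 0 min and again at 10 min.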
G9a inh: inhibitors of human histone lysine methyltransferase G9a | Q96KQ7 | 350,000 compounds, 8.8% hits | G9a H3K9 monomethylation, AlphaScreen, 2 h | Potency, µM (doses to about 102 µM), for inactives: at the highest dose activity, negative = inhibition, hits mostly inhibitors; note: % is set by controls: 0 for no effect and ±100 for the full control effect; nearly all actives have a fitted effect of over 75% in size
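Chemiluminescent proximity detection of H3K9 monomethylation, read after 10 min bead incubation in the dark. Reaction: 20 nM G9a, 500 nM biotin-H3K9 peptide, 20 uM SAM cofactor, 2 h, room temperature, following 15 min enzyme-compound preincubation.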
Anesthetic bind: binds horse apoferritin like a general anesthetic; AID 485281; Potency, µM (top dose mostly 77.5 µM), for inactives: top-dose activity change, negative = displacement, most hits filed as inhibitors; P02791; 350,000 compounds, 0.074% hits; apoferritin/1-aminoanthracene competitive binding, fluorescence; note: % is set by controls: 0 for no effect and ±100 for the full control effect; nearly all actives have a fitted effect of over 20% in size
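Horse-spleen apoferritin (10 uM) in 50% saturated 1-aminoanthracene in PBS was incubated 10 min at room temperature with compound. Fluorescence (ex 380, em 535 nm) was normalized to free and bound 1-AMA, with concentration-response fitted by a four-parameter Hill equation.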
BAZ2B block: BAZ2B (human) inhibition; Potency, µM (series often up to 114 µM), inactives show top-dose activity change, negative = inhibition, hits mostly inhibitors; AlphaScreen BAZ2B-H3K14Ac peptide displacement; 360,000 compounds, 4.4% hits; note: % is set by controls: 0 for no effect and ±100 for the full control effect; nearly all actives have a fitted effect of over 60% in size
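Complex of BAZ2B and biotin-H3K14Ac (50 nM apiece) forms over 30 min at RT, then faces library compounds up to 110 uM for another 30 min; AlphaScreen beads added, 20 min dark incubation, luminescence read.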
Pol beta inh: inhibitors of human DNA polymerase beta | P06746 | Pol beta primer extension/strand displacement, fluorescence kinetic | Potency, µM (doses to about 114 µM), for inactives: at the highest dose activity change, negative = inhibition, actives largely listed as inhibitors | 340,000 compounds, 1.3% hits | AID 485314; note: % is set by controls: 0 for no effect and ±100 for the full control effect
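Human Pol beta at 10 nM; strand-displacement substrate 50 nM final. Compound exposure 15 min at room temperature before start, reaction 10 min at room temperature.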
BLM inh: inhibitors of human Bloom syndrome helicase BLM; P54132; recombinant BLM DNA unwinding, fluorescence dequenching; Potency, µM (top dose mostly 56.1 µM), for inactives: at the top dose activity change, negative = inhibition, hits mostly inhibitors; 350,000 compounds, 0.2% hits; AID 2528;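 note: plate controls were vehicle for no effect and no enzyme for full effect; nearly all actives have a fitted effect of over 35% in size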
Pol iota inh: blocks human DNA polymerase iota activity. Pol iota fluorescent replication assay, 10 min. AID 588590. Potency, µM (series often up to 115 µM), inactives show at the top dose activity, negative = inhibition, usual class: inhibitors. 390,000 compounds, 1% hits. Q9UNA4
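Pol iota at 10 nM preincubated 15 min with compounds at room temperature; reaction started with fluorescent substrate, 50 nM final. Fluorescence read kinetically at 0 and 10 min; buffer-only wells as negative control.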
The depositor's hits bear a star; u = inconclusive; x = no result given; & = joins results of further samples; [ ] = another dose, or the depositor's remark. Calls come from the whole dose curve; as a rule, active = well fitted curve in the direction sought with a large enough effect; inconclusive = small, poorly fitted or top-dose-only effect, or another doubt; inactive = no such curve, though single readings can be large; an effect the other way counts as inactive or inconclusive. Potency is the fitted concentration of half-maximal effect.

SMILES | APE1 inh | POLK inh | POLH inh | G9a inh | Anesthetic bind | BAZ2B block | Pol beta inh | BLM inh | Pol iota inh
COC(=O)C1(C(=O)O)Cc2cc([N+](=O)[O-])ccc2N2CCCC21 (configuration not stated) | 14% | -11% | -8% | -71% | -14% | -27% | 9% | -3% | -16%
COC(=O)C1=C(c2cccc(C#N)c2)C[C@@H]2CC[C@H]1N2C(=O)NCCOc1ccccc1 | -1% | -20% | -14% | 20%[2.33 µM] | x | 4% | x | x | -5%
CCc1ccc(OCC(=O)N2CCN(Cc3ccc4c(c3)OCO4)CC2)cc1 | -1% | -4% | -8% | -5% | -10% | -24% | u | 1% | 79%[activator]
COC(=O)CSC1=NP(=S)(SCC(=O)OC)N2CCCC2=C1C#N (configuration not stated) | 0% | -6% | -11% | -48%[59 µM] | u | x | 10% | 1% | 34%[activator]
CN1CCCC(C(=O)c2ccc(-c3ccccc3)cc2)C1 (configuration not stated) | -3% | 8% | -17% | x | -19% | -3% | 10% | -8% | 18%
Cn1c(=O)cc(OCC(=O)N2CCN(C3CCCCC3)CC2)c2ccccc21 | -5% | -17% | 1% | -1%[59 µM] | -8% | 6% | -7% | -2% | -8%
CC(C)Oc1ccc(NC(=O)c2cc3ccccc3o2)cc1 | x | -10% | -29% | -11%[59 µM] | u | -18% | 13% | -5% | 11%
CN1C[C@H](C(=O)N[C@]2(C)O[C@]3(O)[C@H]4CCCN4C(=O)[C@H](Cc4ccccc4)N3C2=O)C[C@H]2c3cccc4[nH]cc(c34)C[C@@H]21 | -3%[21 µM] | -5%[12 µM] | x | 14%[21.5 µM] | 46%[activator][29.3 µM] | x | x | -3%[21.4 µM] | x
Cc1nc2ccccn2c1P(=S)(N1CCCCC1)N1CCCCC1 | 2% | -11% | -13% | u | -20% | -4% | -6% | -15% | 23%
COc1ccc(CCn2c(O)c(C=NC3CC3)c(=O)[nH]c2=O)cc1OC | 5% | -16% | -9% | 2%[59 µM] | 8% | 0% | -2% | 1% | 3%
O=C(NC(=S)Nc1ccccc1N1CCCC1)c1ccccc1Br | 20% | x | x | 10µM* | u | 11µM* | 1% | -22% | x
O=C(N/N=C/c1c(O)n(Cc2ccc(F)cc2)c(=O)[nH]c1=O)c1ccccc1 | -6% | 2% | -21% | 1% | 1% | 79µM* | 17% | -5% | 28%
COC(=O)C(O)(c1c(C)[nH]c2ccccc12)C(F)(F)F (configuration not stated) | -2% | -1% | -5% | 44%[12.7 µM] | -14% | -1% | 16% | -3% | 8%
OC12Oc3ccccc3C=C1N1CCC2CC1 (configuration not stated) | -5% | -9% | -3% | 13%[59 µM] | -24% | 20% | -15% | 0% | 8%
CCOc1ccc(-n2c(O)c(C=NCCN(CC)CC)c(=O)[nH]c2=O)cc1 | -6% | -9% | -3% | u | -16% | -4% | -1% | -2% | -1%
CC1(C)Cc2c(sc3nc4n(-c5ccccc5)c(=O)c(CCC(=O)O)nn4c(=O)c23)CO1 | 0% | -8% | -10% | -32% | -9% | 0% | -19% | -6% | 32%[activator]
Cc1cccc(C#N)c1 | -5%&2% | -7% | -4% | 9%[0.501 µM] | x | -4% | x | x | -2%
C=C1C/C(=C/C)C(=O)O[C@@H]2CCN3CC=C(COC(=O)[C@]1(C)O)[C@@H]23 | u | -15% | x | x | x | x | x | 1%&-4% | u
CN1CCN(C(=O)OC2c3nccnc3C(=O)N2c2ccc(Cl)cn2)CC1 (configuration not stated) | -6%&0%&2% | 6%[19.4 µM] | x | u | -8% | -23% | -1% | -11%&-9% | x
COc1cccc(C(=O)C2CCCN(Cc3ccc4nsnc4c3)C2)c1 (configuration not stated) | -10% | -4% | -17% | -3% | -19% | 5% | 4% | -4% | 1%

The final 6 entries of the section above lead into the next:
SMILES | APE1 inh | POLK inh | POLH inh | G9a inh | Anesthetic bind | BAZ2B block | Pol beta inh | BLM inh | Pol iota inh
CCOc1ccc(-n2c(O)c(C=NCCN(CC)CC)c(=O)[nH]c2=O)cc1 | -6% | -9% | -3% | u | -16% | -4% | -1% | -2% | -1%
CC1(C)Cc2c(sc3nc4n(-c5ccccc5)c(=O)c(CCC(=O)O)nn4c(=O)c23)CO1 | 0% | -8% | -10% | -32% | -9% | 0% | -19% | -6% | 32%[activator]
Cc1cccc(C#N)c1 | -5%&2% | -7% | -4% | 9%[0.501 µM] | x | -4% | x | x | -2%
C=C1C/C(=C/C)C(=O)O[C@@H]2CCN3CC=C(COC(=O)[C@]1(C)O)[C@@H]23 | u | -15% | x | x | x | x | x | 1%&-4% | u
CN1CCN(C(=O)OC2c3nccnc3C(=O)N2c2ccc(Cl)cn2)CC1 (configuration not stated) | -6%&0%&2% | 6%[19.4 µM] | x | u | -8% | -23% | -1% | -11%&-9% | x
COc1cccc(C(=O)C2CCCN(Cc3ccc4nsnc4c3)C2)c1 (configuration not stated) | -10% | -4% | -17% | -3% | -19% | 5% | 4% | -4% | 1%
O=c1c2ccccc2nc(/C=C/c2cccnc2)n1Cc1ccccc1 | u | -9% | u | x | -15% | 10µM* | 39% | -6% | 2.8µM*
Cc1ccc2c(c1)C1CN(C)CCC1N2C(=O)COc1ccc(N(C)S(=O)(=O)c2cccs2)cc1 (configuration not stated) | 16% | 4% | -24% | x | 3% | u | 6% | 0% | 66%[activator]
CCOC(=O)c1ccc(N=C(c2ccccc2)c2c(O)n(C)c(=O)n(C)c2=O)cc1 | -2% | -9% | -14% | 50µM* | -12% | -12% | 8% | -2% | u
ON1C2CCCCC2N(O)C1c1ccccc1 (configuration not stated) | 4% | -4% | -8% | -38%[59 µM] | -16% | 5% | 14% | -3% | 56%[activator]
COc1cccc(C(=O)C2CCCN(Cc3ccc(F)cc3)C2)c1 (configuration not stated) | 13% | -13% | -23% | 27% | -18% | -6% | 28% | -7% | 45%[activator]
CC1Cc2cc3c(cc2C(c2ccc(N)cc2)=NN1)OCO3 (configuration not stated) | 0% | x | -8%[57.1 µM] | 8.9µM* | x | x | 2%[57.1 µM] | x | -10%[58.9 µM]
CN1C(=O)C(Cc2c[nH]c3ccccc23)C(=O)N(C)C1=O | -6% | x | x | 13µM* | 6% | -5% | u | -9% | x
CC(C)c1ccc(OCC(=O)N2CCN(C)CC2)c(Br)c1 | -1% | -9% | 1% | u | -11% | -17% | -12% | 2% | 5%
COc1ccc(OCC(=O)N2CCN(Cc3c[nH]c4ccccc34)CC2)cc1 | -1% | -15% | -15% | 3.5µM* | -1% | x | -27% | 0% | 28%
CC(=O)OC1C2CCCC1C(N1CCCC1)CC2 (configuration not stated) | u | -8%&-6% | -16%&-4% | 11%[2.33 µM] | -8%&-6% | -30%&-4% | 10%&1% | 0%&2% | 17%&13%
CC1CN(O)C2CCc3nonc3C12O (configuration not stated) | -4% | -1% | 4% | u | 0% | -4% | 4% | 0% | 2%
C[C@]12CCC3C(CC[C@]4(O)CC(O)CC[C@@]34C=O)[C@]1(O)CCC2C1=CC(=O)OC1 (some centres not stated) | 0% | -4%[60.1 µM] | x | -34%[2.33 µM] | -10% | x | x | 2% | x
Cc1oc2cc3oc(=O)c(CCC(=O)N4CCCCC4)c(C)c3cc2c1C | x | 14% | -11% | 15%[59 µM] | 12% | 23% | 12% | -5% | 16%
c1ccc(N2CC[C@@]3(CCCNC3)C2)nc1 | 2% | 8%[60.1 µM] | x | -40%[12.7 µM] | x | x | x | -5% | x
CN1C(=O)C(=Cc2ccccc2OCc2ccc(C(=O)O)cc2)C(=O)N(C)C1=O | -2% | -8% | -6% | u | -14% | 2% | 0% | -1% | 16%
O=c1[nH]c(=S)[nH]c(O)c1/C=N/N1CCOCC1 | -3% | 4% | -18% | 50µM* | 1% | 0% | -7% | -2% | 5%
CCc1ccc(-c2nn(Cc3ccccc3)cc2C=O)cc1 | -4% | -9% | -8% | 176%[activator] | u | 133%[activator] | -7% | -11% | -13%
COP(=O)(C#Cc1ccccc1)C(O)c1ccc(Br)cc1 (configuration not stated) | -2% | -9% | -30% | 1% | -11% | -19% | 3% | -6% | 128%[activator]
NC1CCCCC1N=Cc1c(O)n(CCc2ccc(F)cc2)c(=O)[nH]c1=O (configuration not stated) | 3% | 4% | -8% | 1µM* | -16% | 45µM* | 3% | 2% | -1%
CC(=O)/C=C/c1ccccc1 | -1%&1% | -8% | -12% | x | x | x | x | x | -1%

Profiles, quoted from the list. Order of values: APE1 inh, POLK inh, POLH inh, G9a inh, Anesthetic bind, BAZ2B block, Pol beta inh, BLM inh, Pol iota inh
ON1C2CCCCC2N(O)C1c1ccccc1 (configuration not stated) is entered as 4%, -4%, -8%, -38%[59 µM], -16%, 5%, 14%, -3%, 56%[activator]
CCOc1ccc(-n2c(O)c(C=NCCN(CC)CC)c(=O)[nH]c2=O)cc1 is entered as -6%, -9%, -3%, u, -16%, -4%, -1%, -2%, -1%

Some of the compounds tested (hit frequency here may not be typical).
